Ba/F3 V617F tox – reduce viability of Ba/F3 cells dependent on JAK2V617F; Ba/F3 EpoR-JAK2V617F viability, ATP luminescence; inhibition, % at 5.6 µM; 1.1% of 220,000 active;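 active = inhibition above the campaign mean plus 3 SD over all tested compounds, cut at about 24% in these data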;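 also: cytokine-independent growth of Ba/F3 cells driven by EpoR plus mutant JAK2; 0% = DMSO-treated cells and 100% = JAK inhibitor I control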
NPY2 pot ag – potentiates or activates human NPY-Y2 receptor | 0.45% of 220,000 active | P49146 | cells expressing NPY-Y2, potentiator/agonist read-out | activation, % at 3.6 µM; in the data active = activation above about 27%;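 also: cells stimulated with NPY near EC25 plus isoproterenol at EC100; 0% = vehicle plus submaximal agonist and 100% = vehicle plus saturating agonist; some results beyond the cut were filed as inactive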
RBBP9 inh – blocks human serine hydrolase RBBP9; recombinant RBBP9, FP-Rh probe fluorescence polarization; inhibition, % at 7.94 µM; 0.2% of 220,000 active; AID 1515;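 active = inhibition above the campaign mean of all tested compounds plus 3 SD, cut at about 14% in these data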;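 also: plate controls were DMSO wells with RBBP9 for no effect and wells lacking RBBP9 protein for full effect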
Target sequence (O75884 whole entry, looked up): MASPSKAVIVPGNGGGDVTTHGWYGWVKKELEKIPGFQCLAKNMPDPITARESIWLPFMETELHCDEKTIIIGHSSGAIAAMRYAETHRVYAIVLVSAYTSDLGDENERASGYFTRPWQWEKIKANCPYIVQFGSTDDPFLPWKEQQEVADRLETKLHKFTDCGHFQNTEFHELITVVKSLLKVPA
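System: RBBP9 protein / Buffer or medium: Tris/NaCl buffer pH 8.0 with 0.1% Pluronic / Probe or stimulus: Serine-hydrolase probe FP-Rh, 375 nM pre-mixing / Dosing: 7.94 µM single dose, 0.794% DMSO / Times: enzyme-compound preincubation 30 min, then probe labeling 45 min, 25 °C / Technique: fluorescence polarization (mP), excitation 525 nm, emission 598 nm / Replication: singlicate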
BaF3 tox – parental Ba/F3 viability inhibition as JAK2V617F counter-screen; CellTiter-Glo ATP luminescence; inhibition, % at 5.6 µM; 1.1% of 220,000 active;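 active = inhibition above a per-campaign cutoff, the mean inhibition of all tested compounds plus 3 SD, cut at about 27% in these data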;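 also: 0% = DMSO wells and 100% = JAK Inhibitor I control wells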
Runt-CBFb FRET – inhibitors of human RUNX1 Runt domain binding to CBFb; Q01196+Q13951; Cerulean-Runt/Venus-CBFb FRET ratio 530/480, 1 h; inhibition, % at 20 µM; 0.46% of 220,000 active; AID 1496;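 active = inhibition over about 50% at 20 µM in the single-dose screen, limit read from the data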;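 also: 0% = DMSO wells and 100% = excess unlabeled CBFb competitor control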
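System: Cerulean-labeled Runt domain protein | Quantity: 100 nM of each labeled protein | Schedule: 1 h compound exposure, room temperature | Detection: Fluorescence energy transfer, 422 nm excitation, 530/480 nm emission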
S1P4 antag – human S1P4 receptor antagonism; O95977; S1P4-expressing cells, antagonist mode, reporter read-out; inhibition, % at 4.98 µM; 0.26% of 220,000 active; in the data active = inhibition above about 29%;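 also: 0% = wells stimulated with agonist and 100% = vehicle wells without agonist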
Target sequence (O95977 whole entry, looked up): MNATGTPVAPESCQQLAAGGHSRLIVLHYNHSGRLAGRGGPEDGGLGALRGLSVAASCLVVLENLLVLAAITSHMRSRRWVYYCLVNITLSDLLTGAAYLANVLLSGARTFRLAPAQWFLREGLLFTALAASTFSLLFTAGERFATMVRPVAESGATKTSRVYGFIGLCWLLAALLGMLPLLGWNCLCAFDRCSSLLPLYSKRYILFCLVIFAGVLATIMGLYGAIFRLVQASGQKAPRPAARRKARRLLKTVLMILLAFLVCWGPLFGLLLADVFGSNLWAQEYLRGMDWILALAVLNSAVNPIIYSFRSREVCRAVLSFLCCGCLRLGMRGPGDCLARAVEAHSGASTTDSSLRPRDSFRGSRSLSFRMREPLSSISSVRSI
S1P4 agonist – human S1P4 receptor agonism | O95977 | S1P4-expressing cell line, agonist reporter assay | activation, % at 4.98 µM | 0.35% of 220,000 active; in the data active = activation above about 11%;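 also: 0% = DMSO vehicle and 100% = reference agonist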
NPY-Y1 antag – blocks the human neuropeptide Y Y1 receptor; P25929; HEK293-CNG Y1 cells, membrane potential fluorescence; NPY at EC95, then isoproterenol; inhibition, % at 3.6 µM; 1% of 200,000 active; AID 1040;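 active = inhibition above the campaign mean inhibition of all tested compounds plus 3 SD, cut at about 20% in these data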;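 also: 0% = DMSO wells given NPY plus isoproterenol and 100% = isoproterenol alone without NPY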
Target sequence (P25929 whole entry, looked up): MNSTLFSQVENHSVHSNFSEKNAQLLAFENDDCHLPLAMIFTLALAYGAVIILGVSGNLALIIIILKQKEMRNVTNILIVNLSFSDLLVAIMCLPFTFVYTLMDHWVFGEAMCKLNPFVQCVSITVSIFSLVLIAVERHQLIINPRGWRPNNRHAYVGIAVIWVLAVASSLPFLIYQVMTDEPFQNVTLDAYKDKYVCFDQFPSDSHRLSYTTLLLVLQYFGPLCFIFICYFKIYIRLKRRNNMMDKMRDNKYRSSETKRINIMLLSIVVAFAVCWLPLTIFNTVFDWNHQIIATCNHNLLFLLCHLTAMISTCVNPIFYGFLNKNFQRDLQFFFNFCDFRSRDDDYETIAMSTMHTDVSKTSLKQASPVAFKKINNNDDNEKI
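Test system – HEK293 Y1/CNG channel cell line · Also added – NPY agonist 25 nM, then isoproterenol 1 µM plus Ro 20-1724 25 µM · Compound dosing – one concentration, 3.6 µM, in 0.4% DMSO · Schedule – compound incubation 1 h at room temperature, readout 45 min post-stimulation · Technique – fluorescence, membrane potential probe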
NPY1 pot ag – human NPY-Y1 potentiation or agonism, primary screen. P25929. NPY-Y1 expressing cells, potentiator/agonist activation. activation, % at 3.6 µM. 0.37% of 220,000 active. AID 1304; in the data active = activation above about 33%, passing the limit was not always enough;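 also: cells stimulated with NPY at EC10 then isoproterenol at EC100; 0% = low agonist plus stimulus and 100% = saturating agonist plus stimulus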
Numbers without * were called inactive; x = no result given.

Results follow in this order: Ba/F3 V617F tox	NPY2 pot ag	RBBP9 inh	BaF3 tox	Runt-CBFb FRET	S1P4 antag	S1P4 agonist	NPY-Y1 antag	NPY1 pot ag
- CC(C)NC(=O)c1onc(CSc2ccc(C(C)C)cc2)c1C(=O)O
 : -1.8	-18.6	-7.6	5.8	-1.6	12.4	2.4	16.1	5.6
- CCN(CC)S(=O)(=O)c1cccc(-c2n[nH]c(=S)n2C(C)COC)c1 (centres undefined)
 : -0.7	11.5	2.7	5.3	2.6	-6.9	0.5	2.4	1.0
- CCCNCC1COc2ccccc2O1 (centres undefined)
 : -3.2	6.2	-3.5	0.7	1.9	9.1	1.3	-0.2	17.0
- O=C(COC(=O)Cc1c[nH]c2ccccc12)NC1CCCCC1
 : 3.0	7.5	-9.3	0.8	-1.6	-1.5	-0.1	0.3	-31.5
- CCCCNC(=O)Cc1c(O)c2ccccc2[nH]c1=O
 : -1.2	-10.0	-11.5	5.6	1.9	-2.2	-1.2	0.8	11.3
- Cn1cc(CN2CCCC(C(=O)c3cc(F)ccc3F)C2)c2ccccc21 (centres undefined)
 : 5.8	-12.2	-8.6	10.9	0.3	-7.6	0.7	10.7	-18.1
- CC(C)c1ccc2[nH]c3c(c2c1)CCC/C3=N\NC(=O)c1ccncc1
 : -0.8	13.8	2.7	1.1	-2.2	-10.9	1.6	x	1.9
- CN(C)S(=O)(=O)N(CC(=O)NCc1ccccc1)c1ccccc1
 : -6.9	-1.3	-6.2	2.9	2.3	-9.5	-0.6	-0.3	-11.9
- COc1cc(C(=O)Nc2ccc3c(c2)OCO3)ccc1-n1cnnn1
 : 2.8	2.9	2.8	-0.7	1.3	1.9	0.8	-4.8	-0.2
- CCCN1C(=O)/C(=C\c2ccncc2)SC1=Nc1ccccc1
 : -1.3	-15.2	-1.0	7.0	-9.2	-19.7	-2.1	10.6	-28.3

Carrying on:
Results follow in this order: Ba/F3 V617F tox	NPY2 pot ag	RBBP9 inh	BaF3 tox	Runt-CBFb FRET	S1P4 antag	S1P4 agonist	NPY-Y1 antag	NPY1 pot ag
- CCCCCCNC(=O)Cc1ccc(Br)cc1
 : -1.6	-2.5	-3.7	0.5	-2.6	-17.6	2.3	3.5	8.2
- CCSc1nnc(NC(=O)c2nc3nc(C)cc(C)n3n2)s1
 : 2.2	-4.4	-8.6	9.0	1.6	-7.5	-0.6	6.9	1.5
- COC(=O)CC1C(=O)NCCN1C(=O)CSc1nc2ccccc2c(=O)n1CC(C)C (centres undefined)
 : 3.5	4.4	-6.6	1.3	0.9	-0.3	-0.6	2.1	2.4
- COc1ccc(/C=C2\CCc3ccccc3C2=O)cc1Cn1nc(C)c(Br)c1C
 : 2.6	0.1	-8.8	8.3	x	-5.9	-1.4	4.7	-10.8
- COc1ccccc1C/C(N)=N/OC(=O)COc1ccc(C)cc1C
 : 0.3	-4.7	-2.7	-0.5	x	-13.6	0.3	11.0	-0.2
- COCCNC(=O)COc1ccccc1C
 : -5.1	13.8	-8.8	3.5	2.1	0.6	-6.0	-2.5	-0.8
- O=C(c1ccc(S(=O)(=O)N2CCOCC2)cc1)N1CCN(C2=NS(=O)(=O)c3ccccc32)CC1
 : 0.6	-4.9	-6.6	2.2	-2.5	13.3	2.1	6.4	-16.0
- O=C(c1cc(=O)c2ccccc2o1)N1CCN(c2cccc(Cl)c2)CC1
 : 0.3	-10.7	-6.9	9.0	-0.7	-14.1	0.4	13.1	-32.6
- COc1cccc(OC)c1C(=O)Nc1ccc([N+](=O)[O-])cn1
 : 1.2	6.5	-2.6	4.7	-0.4	-13.3	1.9	-1.9	7.6
- O=C(COC(=O)CNC(=O)c1ccccc1F)NCC(F)(F)F
 : 1.5	-2.3	-3.0	0.9	-3.4	-12.0	-0.5	3.8	4.9

Remaining list, next part
Results follow in this order: Ba/F3 V617F tox	NPY2 pot ag	RBBP9 inh	BaF3 tox	Runt-CBFb FRET	S1P4 antag	S1P4 agonist	NPY-Y1 antag	NPY1 pot ag
- C/C(N)=C(/C#N)C(=O)CSc1nc2cc(Cl)ccc2c(=O)n1Cc1ccco1
 : -0.9	9.3	-7.3	1.0	18.0	-7.5	1.4	-0.8	14.7
- O=C(COC(=O)/C=C/c1ccccc1)NCC1CCCO1 (centres undefined)
 : -0.7	-4.3	-1.9	6.4	1.2	5.6	-2.1	7.8	16.2
- ON=Cc1cccn1-c1ccccc1
 : 1.9	12.4	-0.2	4.0	-1.8	4.6	-2.5	-1.3	4.4
- O=C(Nc1ccc(C(F)(F)F)cn1)Nc1cccs1
 : 3.9	0.5	-4.3	1.9	0.8	-16.5	0.9	x	-1.7
- COc1cccc(CNC(=O)CCC2CCCN(C(=O)CCC(F)(F)F)C2)c1 (centres undefined)
 : -3.4	-10.3	-0.5	6.1	0.4	0.7	-0.3	3.4	4.6
- COC(=O)c1cc(NC(C)=O)ccc1N1CCOCC1
 : 2.9	-5.3	-5.4	6.7	4.3	3.9	-0.7	7.5	-9.8
- CC(C)OP(=O)(c1ccc(N(C)C)cc1)C(Nc1ccccc1)c1ccccc1 (centres undefined)
 : 2.8	-7.6	-6.8	0.2	-3.0	4.2	-1.6	x	-10.5
- CCC/C(O)=C1\C(=O)CC(C)(C)CC1=Nc1ccccc1O
 : 6.2	11.5	-10.8	6.0	1.8	-7.5	0.1	-5.0	14.0
- Cn1cnc2cc(NCc3cccs3)ccc21
 : 0.8	-1.4	-4.6	3.0	2.4	-10.2	-2.9	8.0	10.8
- O=C(NCc1ccco1)c1ccc(Cn2c(=O)c3sccc3n(Cc3cccc(F)c3)c2=O)cc1
 : 1.6	10.8	-15.4	8.0	2.6	-18.2	0.7	3.4	4.7

Next entries follow.
Results follow in this order: Ba/F3 V617F tox	NPY2 pot ag	RBBP9 inh	BaF3 tox	Runt-CBFb FRET	S1P4 antag	S1P4 agonist	NPY-Y1 antag	NPY1 pot ag
- COc1cc(CNCc2cccs2)ccc1OCC(N)=O
 : -3.2	-7.0	-11.3	0.8	1.3	-1.3	0.9	2.0	-1.8
- COC(=O)c1ccccc1NC(=O)CSc1nncn1C
 : 1.5	8.9	-1.0	4.8	0.9	-6.0	-0.8	11.0	7.7
- CC(C)Oc1ccc(C(=O)O)cc1
 : 1.2	-3.7	-4.9	2.5	0.1	-8.6	-0.3	x	-4.8
- Cc1cc(C(=O)CSc2nc3ccccc3[nH]2)c(C)n1Cc1ccco1
 : -0.8	12.9	-5.4	7.9	24.1	-24.9	0.8	2.6	14.9
- O=C(COC(=O)CNC(=O)c1ccc(Cl)cc1Cl)Nc1ccc(N2CCOCC2)cc1
 : 0.8	-6.2	0.1	5.2	1.3	-5.1	2.7	9.7	1.1
- Nc1c(-c2ccccc2)c(CSc2nc3ccccc3[nH]2)nn1-c1ccc(C(=O)O)cc1
 : -3.9	-5.0	-6.2	0.9	0.5	0.1	-1.5	-0.5	5.8
- COc1ccccc1N1CCN(CC(=O)Nc2cc(F)ccc2C)CC1
 : -2.7	-16.2	-3.7	0.6	-3.6	-19.4	0.4	0.0	-12.9
- COc1ccc(-n2c(Cc3cccn3C)nnc2SCC(=O)Nc2ccc(C)c(Cl)c2)cc1
 : 0.8	-2.8	-1.1	6.0	5.5	7.8	-0.6	-2.3	10.7
- COc1cc(CNc2ccc3[nH]c(=O)[nH]c3c2)ccc1OCC(=O)NC(C)(C)C
 : -1.6	7.1	-1.3	3.2	3.2	-26.3	0.9	-3.1	-0.9
- CCCn1c(N)c(C(=O)CSc2nnc(C3CC3)n2Cc2ccccc2)c(=O)[nH]c1=O
 : -3.3	-4.3	-2.8	2.3	0.0	5.5	-1.9	-2.3	8.9

Further structures:
Results follow in this order: Ba/F3 V617F tox	NPY2 pot ag	RBBP9 inh	BaF3 tox	Runt-CBFb FRET	S1P4 antag	S1P4 agonist	NPY-Y1 antag	NPY1 pot ag
- COc1cccc(NC(=O)C2C3C=CC4(O3)C2C(=O)N(C2CC2)C4C(=O)NC2CCCCC2C)c1 (centres undefined)
 : 2.5	-5.3	6.2	6.7	0.2	1.5	-0.6	-2.0	-10.1
- Cc1nn(-c2ccccc2)c2nc(-c3ccncc3)cc(C(=O)NCc3ccco3)c12
 : 0.2	-2.6	-4.8	6.8	1.8	2.6	0.4	5.9	5.4
- Cc1cc(C)cc(OCC(=O)Nc2cc(C)on2)c1
 : -3.3	-0.5	-5.6	10.2	2.4	2.7	-0.1	-10.1	2.8
- Cc1ccc(C(=O)Nc2cccc(-c3cn4ccccc4n3)c2)cc1
 : 1.2	-26.7	-11.0	3.4	-1.5	3.0	-0.2	6.7	-20.3
- COC(=O)c1ccc(NC(=O)COc2ccccc2OC)cc1
 : 2.9	-15.8	-3.9	5.7	-1.6	6.2	-2.4	10.3	-1.1
- CN(C)c1cc[n+](CC(=O)c2ccc(OC(F)F)cc2)cc1
 : 39.7*	-22.2	-3.5	47.1*	-0.2	3.3	0.9	x	4.1
- COc1cc(OC)cc(-c2nnc(SCC(=O)N(C(C)C)C(C)C)o2)c1
 : -3.8	-1.1	-0.9	1.0	-3.2	3.5	0.5	0.7	-23.4
- O=C(NCc1ccccc1)c1ccc(C2SCC(=O)N2Cc2ccccc2)cc1 (centres undefined)
 : -0.8	-8.6	-4.9	5.2	-1.7	-9.1	0.7	-1.0	-4.5
- Cc1occc1C(=O)Nc1ccc2c(c1)OCO2
 : 5.7	-11.7	-10.9	9.2	2.7	-31.6	0.5	-5.7	-19.9
- CCCCC(c1nnnn1Cc1ccco1)N1CCN(c2nc3ccccc3s2)CC1 (centres undefined)
 : -0.6	-11.4	-7.5	4.1	16.4	-15.4	1.5	2.6	-4.8

The results go on.
Results follow in this order: Ba/F3 V617F tox	NPY2 pot ag	RBBP9 inh	BaF3 tox	Runt-CBFb FRET	S1P4 antag	S1P4 agonist	NPY-Y1 antag	NPY1 pot ag
- COc1ccc(CCNc2oc(Cc3ccccc3)nc2C#N)cc1OC
 : 3.0	-10.8	-10.9	6.5	-1.5	-13.2	0.5	2.9	-3.3
- CCCCCCCCCCCC(=O)NC1CCS(=O)(=O)C1 (centres undefined)
 : 69.5*	-10.7	-5.8	-0.5	-2.8	-2.4	0.5	-1.7	0.8
- Clc1ccc(COn2c(-c3ccccc3)nc3ccccc32)cc1
 : -2.2	-77.4	-7.2	3.2	-0.2	9.1	-0.3	53.6*	-110.9
- O=C(O)c1nc2nc(Cl)c(Cl)nc2[nH]1
 : 4.8	5.5	-5.7	-0.8	3.2	-11.9	1.5	x	-1.8
- Cc1cc(C)nc(N2CCC(C(=O)NCCc3ccccc3)CC2)n1
 : -1.8	-16.1	-2.2	-2.0	-2.5	-6.2	0.9	-1.4	-37.0
- CCC(=O)Oc1ccc2c(c1)O/C(=C\c1ccco1)C2=O
 : -2.9	12.0	-1.6	3.7	-114.1	29.4*	0.1	x	11.6

High-throughput results: PubChem, several laboratories
